SW480 rereplic: A quantitative high throughput screen for small molecules that induce DNA re-replication in SW480 colon adenocarcinoma cells. SW480 DNA re-replication, Hoechst DNA content imaging, 48 h. AID 624297, 2012. Potency, µM (doses to about 46.1 µM), for inactives: at the highest dose re-replication activation, hits mostly activators. hit rate 1.8% among 340,000; further: potency means the concentration at half of the fitted maximal effect; % of control where 0% means no effect; nearly all actives have a fitted effect of over 55% in size
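Image-based read-out: total Hoechst fluorescence of nuclei (405 nm excitation, 500-530 nm emission), with hits raising the fraction of high-intensity nuclei. SW480 colon cells incubated 48 hr with compounds at 37 C.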
HT1080 IDH1KD tx: qHTS for induction of synthetic lethality in tumor cells producing 2HG: qHTS for the HT-1080-IDH1KD cell line | HT-1080 IDH1 knockdown viability, ATP luminescence, 48 h | Potency, µM (top dose mostly 46.1 µM), inactives show top-dose activity, negative = toxicity, actives largely listed as cytotoxic | AID 686971, 2013 | hit rate 2% among 360,000;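 further: potency means the concentration at half of the fitted maximal effect; 0% = DMSO wells and -100% = cell-free medium wells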
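After a 2 h attachment period, IDH1KD HT-1080 cells took pin-transferred compound for 48 h at 37 °C; ATP-based luminescence after 10 min room-temperature reagent incubation reported viability.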
KB-V1 MDR tox: qHTS assay for MDR1-selective chemotherapeutics: Primary screen using the drug-selected MDR subline cells KB-V1; AID 1347076, 2019; Potency, µM (series often up to 46.1 µM), without a hit: at the highest dose activity change, negative = cytotoxicity, hits mostly cytotoxic; hit rate 3.4% among 400,000; KB-V1 MDR cells viability, CellTiter-Glo, 72 h; further: potency means the concentration at half of the fitted maximal effect; on the % scale 0 is the no-effect control and ±100 the full control effect; nearly all actives have a fitted effect of over 60% in size
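Luminescent ATP read-out (CellTiter-Glo, 10 min) measures survival of drug-selected KB-V1 MDR cells after 72 h, 37 degrees C compound exposure. Medium: phenol-red-free DMEM, 10% FBS. Values from fitted concentration-response curves.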
HT1080-NT tox: qHTS for induction of synthetic lethality in tumor cells producing 2HG: qHTS for the HT-1080-NT fibrosarcoma cell line; AID 686970, 2013; HT-1080-NT fibrosarcoma viability, CellTiter-Glo ATP luminescence, 48 h; hit rate 1.6% among 360,000; Potency, µM (series often up to 46.1 µM), for inactives: top-dose activity, negative = less viability, hits mostly cytotoxic;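 further: NT is the 2HG producing partner of a matched IDH1 knockdown line; potency means the concentration at half of the fitted maximal effect; 0% = DMSO-treated cells and -100% = media-only wells without cells; nearly all actives have a fitted effect of over 55% in size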
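Luminescent CellTiter-Glo readout after 48 hours of compound exposure at 37 degrees C defined viability of HT-1080-NT cells. Activity was normalized to DMSO wells and cell-free media wells; concentration-response curves were fitted and assigned curve classes.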
ATXN2 expr inh: Primary qHTS for Inhibitors of ATXN expression; HEK-293 ATXN2-luciferase reporter, luminescence, 24 h; Potency, µM (highest dose often 57 µM), for inactives: top-dose activity change, negative = inhibition, most hits filed as inhibitors; hit rate 0.72% among 360,000; further: potency means the concentration at half of the fitted maximal effect; on the % scale 0 is the no-effect control and ±100 the full control effect; nearly all actives have a fitted effect of over 55% in size
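ATXN2-luciferase reporter cells (luciferase flanked by upstream and downstream ATXN2 gene portions) were treated 24 h at 37 °C with compounds at up to 57 uM. SteadyGlo luminescence gave expression; GF-AFC fluorescence gave viability.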
IL-1B inflam inh: qHTS for Inhibitors of Inflammasome Signaling: IL-1-beta AlphaLISA Primary Screen; THP-1 LPS/ATP IL-1B secretion, AlphaLISA, 16 h; hits give low values; activity change, % at 57.5 µM; hit rate 4.7% among 360,000; in the data active means activity change below about -50%; inconclusive means mostly about -30% to -49%; further: on the % scale 0 is the no-effect control and ±100 the full control effect
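Secreted IL-1B measured by AlphaLISA bead assay after 16 h compound exposure of THP-1 cells; compounds (final up to 57.5 uM) added 1 h before LPS (250 ng/mL) and ATP (1.25 mM) stimulation; lower signal means less secretion.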
KB-3-1 cytotox: qHTS assay for MDR1-selective chemotherapeutics: Primary screen using the parental adenocarcinoma cell KB-3-1; AID 1347075, 2019; KB-3-1 viability, CellTiter-Glo ATP luminescence, 72 h; Potency, µM (series often up to 46.1 µM), without a hit: at the top dose activity change, negative = cytotoxic, actives largely listed as cytotoxic; hit rate 1.4% among 400,000; further: potency means the concentration at half of the fitted maximal effect; on the % scale 0 is the no-effect control and ±100 the full control effect; nearly all actives have a fitted effect of over 60% in size
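Screening of KB-3-1 cells (DMEM, 10% FBS, phenol-red free) ran from lowest to highest compound concentration; after 72 h at 37 °C viability was read luminescently and curves fitted.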
S2 tox: Viability Counterscreen for Primary qHTS for Inhibitors of ATXN expression. S2 cells (HEK-293 line with an ATXN2-luciferase reporter) viability, CellTiter-Fluor protease fluorescence, 24 h. Potency, µM (titrated, usually from 56.7 µM), actives largely listed as cytotoxic. hit rate 0.49% among 400,000; further: potency means the concentration at half of the fitted maximal effect; nearly all actives have a fitted effect of over 40% in size
MCF10A rereplic: A quantitative high throughput screen for small molecules that induce DNA re-replication in MCF 10a normal breast cells. MCF 10A DNA re-replication, Hoechst nuclear intensity, 48 h. Potency, µM (doses to about 46.1 µM), inactives show top-dose activity, positive = re-replication, most hits filed as activators. hit rate 2.9% among 350,000. AID 624296, 2012; further: potency means the concentration at half of the fitted maximal effect; % of control where 0% means no effect; nearly all actives have a fitted effect of over 50% in size
An asterisk follows results filed as active; i = inactive; u = inconclusive; x = not tested or not shown; & = joins results of further samples; [ ] = remark or other dose. Unless noted, the call rests on the fitted dose curve; in most records, active means well fitted curve in the direction sought with a large enough effect; inconclusive means small, poorly fitted or top-dose-only effect, or another doubt; inactive means no such curve, though single readings can be large; an effect the other way counts as inactive or inconclusive. Compounds as they come (roughly 11% active in at least one column).

SMILES | SW480 rereplic | HT1080 IDH1KD tx | KB-V1 MDR tox | HT1080-NT tox | ATXN2 expr inh | IL-1B inflam inh | KB-3-1 cytotox | S2 tox | MCF10A rereplic
CN(C)C(=O)Cn1nc(-c2ccccc2)c2ccccc2c1=O | 3% | 7% | -2% | 10% | -9% | 9 | 0% | i | -5%
O=C(CSc1nnc(-c2ccncc2)n1C1CC1)c1cccs1 | x | 5% | -1% | 7% | x | 10 | u | i | x
O=C1ON=C(c2ccccc2[N+](=O)[O-])/C1=C/c1cccc([N+](=O)[O-])c1O | -5% | 4% | u | -2% | x | -5 | 5% | i | 0%
CCOc1ccc(NC(=O)NCC2CCN(c3ccc(OC)cc3)C2)cc1 (stereo unspecified) | -8% | 17% | 17% | -3% | -4% | -8 | -27% | i | u
Cc1ccnn1-c1ccc(C(=O)OCC(=O)Nc2ccc(F)cc2)cc1 | 8% | 1% | 2% | 0% | 15% | 2 | u | i | 5%
CCOC(=O)C1=C(CSc2n[nH]c(N)n2)NC(=O)NC1C (stereo unspecified) | -4% | 4% | 0% | -4% | -8% | 12 | 0% | i | -5%
Cc1ccc(NC(=O)c2ccc(F)cc2F)cc1 | -8% | 6% | 0% | 5% | 43%[activator] | 2 | -10% | i | -11%
CC(C)C[C@@H](CC#N)N1CCN(Cc2ccccc2)CCC1=O | 3% | 12% | -7%&-24% | -3% | 4% | -6 | 1%&-14% | i | 0%
CCOC(=O)c1ccc(C(=O)NNC(=O)C2CC=CCC2)cc1 (stereo unspecified) | -49%[inhibitor] | 7% | -5% | 9% | 3% | x | 2% | i | u
Cc1cc(=O)n(C)c(=O)n1CCCCCOc1cccc([N+](=O)[O-])c1 | -7% | 6% | 8.2µM* | 1% | -11% | -10 | -6% | i | 5%
Cc1ccc(C)c(NC(=O)Cn2c(=O)oc3cc(S(=O)(=O)NCc4ccccc4)ccc32)c1 | x | x | 19% | x | -9% | x | 12% | i | x
CC1(C)CC(=O)C(C=NCCN2CCN(CC(=O)Nc3ccc(F)cc3)CC2)=C(O)C1 | -5% | 13% | 6% | 6% | -16% | x | 9% | i | 5%
CC(C)C(N)c1csc(Nc2ccc(C(F)(F)F)cn2)n1 (stereo unspecified) | x | u | u | u | u | 0 | u | u | x
COc1ccc(-n2c(SCC(=O)NCC3CCCO3)nc3ccccc3c2=O)cc1Cl (stereo unspecified) | x | 1% | 8% | -3% | x | -10 | -1% | u | x
Cc1ccc(OCC(O)CN2CC3(C)CC2CC(C)(C)C3)cc1 (stereo unspecified) | 3% | 1% | 1% | -6% | -4% | -22 | -3% | u | u
O=C(NC(=O)c1ccccc1)Nc1ccccc1O | -12% | -9% | 14% | -9% | -7% | 21 | -10% | i | 1%
COc1ccc(NC(=O)Nc2ccc(N3CCOCC3)c3nonc23)c(OC)c1 | -6% | 2% | -7% | 4% | x | -18 | 7% | i | 13%
Cc1ccc2cc3cc(C(=O)NCCCN4CCCC4)oc3nc2c1 | u | -11% | -20% | -9% | -15% | -51* | -14% | i | u
O=C(CCc1ccccc1)NCCc1cccs1 | -7% | 0% | u | 8% | 30% | 9 | 8% | i | -2%
CC(=O)NS(=O)(=O)c1ccc(NC(=O)COc2ccc(C(=O)c3ccccc3)cc2)cc1 | -1% | -3% | 1% | 0% | -13% | 16 | 12% | u | -1%
CC1(c2ccc([N+](=O)[O-])cc2)NC(=O)NC1=O (stereo unspecified) | 1% | -2% | 0% | -3% | -13% | 6 | -3% | i | 1%
COc1cccc(N2CCN(CC(=O)Nc3ccc(S(=O)(=O)N4CCCCCC4)cc3)CC2)c1 | 4% | -14% | 21µM* | 0% | -6% | 39 | 0% | u | 12%
COC(=O)C1=C(C)NC(=O)/C1=C\N(C)C | 1% | 7% | 11% | 10% | -21% | -3 | 8% | i | -6%
Cc1ccc(Cl)cc1N1CCN(Cc2nnnn2Cc2ccco2)CC1 | 0% | 7% | u | 5% | -25% | u | u | u | u
Cc1ccc(OCC(=O)N/N=C\c2ccc(O)cc2)c([N+](=O)[O-])c1 | 2% | 0% | -18% | -25% | -18% | 29 | -3% | i | u

Overlap with the part before: two entries, then new ones.
SMILES | SW480 rereplic | HT1080 IDH1KD tx | KB-V1 MDR tox | HT1080-NT tox | ATXN2 expr inh | IL-1B inflam inh | KB-3-1 cytotox | S2 tox | MCF10A rereplic
Cc1ccc(Cl)cc1N1CCN(Cc2nnnn2Cc2ccco2)CC1 | 0% | 7% | u | 5% | -25% | u | u | u | u
Cc1ccc(OCC(=O)N/N=C\c2ccc(O)cc2)c([N+](=O)[O-])c1 | 2% | 0% | -18% | -25% | -18% | 29 | -3% | i | u
O=C(c1ccc2c(=O)n(Cc3ccccc3)c(=S)[nH]c2c1)N1CCOCC1 | -7% | -13% | -3% | 0% | -7% | 38 | -5% | i | 4%
NS(=O)(=O)c1ccc(CCNC(=O)CCNS(=O)(=O)c2ccccc2C(F)(F)F)cc1 | -3% | 12% | 14% | 2% | 10% | 6 | 15% | u | -1%
COc1ccc(OCCSc2nc3ccccc3c(=O)[nH]2)cc1 | -2% | 3% | -29% | 2% | -34% | -2 | -15% | i | 1%
Cn1c(=O)c2c(nc(SCC(=O)Nc3ccccc3)n2Cc2ccccc2F)n(C)c1=O | x | x | -2% | x | 17% | x | 4% | i | x
CCOC(=O)CN(C(=O)COc1nc(C)cc(C)c1C#N)c1cccc(Cl)c1 | -89%[inhibitor] | -6% | u | -6% | 7% | -13 | 5% | i | 2%
COc1ccc(-c2noc(CSc3nnc(-c4ccncc4)n3-c3ccc(F)cc3)n2)cc1OC | 1% | -29%[9.24 µM] | u | u | -3% | u | -19% | i | -10%
Cc1cc(SCC(=O)Nc2ccccc2)nc(C)n1 | -4% | 7% | 13% | 6% | 7% | 16 | -1% | i | 0%
O=C(Nc1cccc(NC(=O)C2CCCO2)c1)C1CCCO1 (stereo unspecified) | -3% | -2% | u | 1% | 0% | -2 | 5% | i | 0%
CC(=O)N1CCN(c2ccc(NC(=O)c3ccccc3)cc2)CC1 | 0%[9.22 µM] | 17% | 0% | 3% | 36% | 3 | 4% | i | 1%
CCOC(=O)C[C@H]1c2ccccc2S(=O)(=O)N1C1CC1 | -16% | 0% | 4%&-11% | 7% | 8% | 26 | 18%&2% | i | -31%[inhibitor]
O=[N+]([O-])c1ccc(O)c(/C=N/Nc2ncnc3c2cnn3-c2ccccc2)c1 | 2.3µM* | u | -1% | u | 2.8µM* | 202 | u | u | -16%
CC(C)CCNc1nc2c(c(=O)n(Cc3cccc(F)c3)c(=O)n2C)n1C | -13% | u | u | u | -20% | -19 | u | i | u
Cc1ccc(N/N=C2\CCS(=O)(=O)c3sccc32)cc1 | -11% | u | -10% | u | 0%[11.3 µM] | u | -1% | i | 2%
O=C(CN1CCN(Cc2ccccc2)CC1)N/N=C/c1ccccc1F | u | -1% | -2% | 0% | -8% | 17 | 3% | i | 0%
CN1CCN(C(=S)c2cn(Cc3ccccc3)c3ccccc23)CC1 | -1% | -19% | u | -18% | -2% | 23 | -1% | i | u
CC(C)[C@H](NS(=O)(=O)c1cccc(Cl)c1)C(=O)OCC(=O)N1CCN(c2ccccc2)CC1 | 7% | 9% | 7.3µM* | 15% | u | -11 | -21% | i | 13%
Cc1ccc(NC(=S)N(Cc2ccco2)C(C)c2cccs2)cc1 (stereo unspecified) | -2% | 9% | u | 7% | 5% | 9 | u | i | 0%
C=CC(COCc1ccccc1)N(Cc1ccccc1)S(=O)(=O)c1ccccc1Br (stereo unspecified) | 1% | -16% | -12% | -14% | 1% | 18 | u | i | 28%
O=S(=O)(NCC(c1ccco1)N1CCN(c2ccccc2F)CC1)c1ccc2c(c1)OCCO2 (stereo unspecified) | 4% | -8% | u | 1% | -10% | -17 | -20% | u | u
COc1ccc(S(=O)(=O)N2CCCCC2)cc1NC(=O)C1CC(=O)N(c2ccc3c(c2)OCCO3)C1 (stereo unspecified) | 2% | 1% | -26% | 3% | -9% | 5 | -26% | i | 0%
Cc1ccc(-c2csc(=Nc3cccnc3)n2CCCn2ccnc2)cc1C | -1% | -20% | 7.3µM* | -6% | -28% | u | 16µM* | u | u
COc1cc(-c2cccc([C@H]3[C@@H]4C=CC[C@@H](C)[C@@H]4C(=O)N3Cc3ccccc3)c2)cc(OC)c1OC | 3% | u | 0% | u | u | u | 0% | u | 7.3µM*
Cc1ccc(NC(=O)Cn2c(=O)n(CCCS(=O)(=O)C3CCCCC3)c(=O)c3ccccc32)cc1F | x | x | 6% | x | 9% | x | 0% | i | x
CCN(CC)S(=O)(=O)c1cc(C(=O)OCC(=O)NC(=O)c2cccn2C)ccc1C | -6% | 9% | -5% | 3% | 2% | 25 | 2% | i | -1%
CN(C)c1ccc(/C=[N+](\[O-])C(C)(C)/C=N/O)cc1 | -3% | 3% | -8% | 17% | 15% | 0 | 1% | i | -11%
O=C(Nc1ccc(Cl)c([N+](=O)[O-])c1)ONC1=NCCCCC1 | -1% | -22% | 4% | -3% | -15% | -53* | -1% | i | -6%
Cc1ccc(S(=O)(=O)N(CC(=O)Nc2cccc(C(F)(F)F)c2)C(=O)N2CCN(C)CC2)cc1 | -2% | 6% | u | 4% | -3% | u | 8% | u | -2%

Look-ups from the entries so far.
In ATXN2 expr inh, `O=C(Nc1ccc(Cl)c([N+](=O)[O-])c1)ONC1=NCCCCC1` shows -15%
In IL-1B inflam inh, `Cc1ccc(NC(=S)N(Cc2ccco2)C(C)c2cccs2)cc1` (stereo unspecified) shows 9
In IL-1B inflam inh, `O=[N+]([O-])c1ccc(O)c(/C=N/Nc2ncnc3c2cnn3-c2ccccc2)c1` shows 202
